LMPTP block: blocks human LMPTP phosphatase; inhibition, % at 20 µM; P24666; hit rate 0.22% among 360,000; recombinant LMPTP-A, OMFP fluorogenic substrate, fluorescence intensity;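 active means compounds that cut the enzyme signal by at least half of the control window in the single-dose screen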;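 further: plate controls were DMSO wells with enzyme plus substrate for no effect and substrate without enzyme for full effect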
Target sequence (P24666 whole entry, looked up): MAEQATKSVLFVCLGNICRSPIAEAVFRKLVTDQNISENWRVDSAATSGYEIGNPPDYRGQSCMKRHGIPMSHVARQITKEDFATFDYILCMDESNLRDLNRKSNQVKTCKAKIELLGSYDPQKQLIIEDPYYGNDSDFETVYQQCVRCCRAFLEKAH
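Buffer or medium: Bis-Tris pH 6.0, DTT, detergent; Assay system: LMPTP-A enzyme; Quantity: 0.625 nM enzyme; Detection: endpoint fluorescence intensity; Times: 50 min dark incubation at room temperature; Controls: substrate-only low control, DMSO enzyme-plus-substrate high control; Doses: single 20 µM dose; Read-out: percent inhibition versus substrate-only and uninhibited controls; Reagent: 400 µM OMFP.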
MT1-MMP act inh: inhibitors of human MT1-MMP activation. hit rate 0.061% among 360,000. AID 651647. P50281. GFP/RFP ratio change, % at 20 µM. HT1080 RFP-PRO-GFP cells, GFP/RFP ratio fluorescence, overnight; percent of plate control window, DMSO zero;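 active means GFP/RFP ratio change of at least 30% with cell ATP level not reduced by more than half and red fluorescence within 50% of control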; further: strong numbers were not always called active
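Assay system: HT1080 RFP-PRO-GFP cells | Dosing: 20 µM single dose, 1% DMSO | Incubation: Cells overnight before dosing, compound overnight, 37 °C, 5% CO2 | Evaluation: GFP/RFP fluorescence ratio | Control set: DMSO-only wells and HT1080 RFP-L50D-GFP cell wells as references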
NadD inh: NadD (S. aureus) enzyme inhibition; AID 602399; purified NadD enzyme, colorimetric absorbance read-out; hit rate 0.78% among 360,000; inhibition, % at 20 µM; in the data active means inhibition above about 26%; further: some compounds past the cut are filed as inactive
SUMO1 PPI mod: SUMO1-SIM interaction modulation | SUMO1 binding to a labelled peptide, TR-FRET, 1 h | P63165 | hit rate 0.33% among 360,000 | inhibition, % at 20 µM; in the data active means inhibition above about 37%
Target sequence (P63165 whole entry, looked up): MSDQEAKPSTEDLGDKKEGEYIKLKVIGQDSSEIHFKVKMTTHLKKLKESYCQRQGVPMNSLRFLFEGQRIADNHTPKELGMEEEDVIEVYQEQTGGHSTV
Rpn11 block: blocks the human proteasome subunit Rpn11. O00487. human 26S proteasome, Ub4-pepOG fluorescence polarization; 20S core pre-blocked with epoxomicin. calls only at 20 µM. hit rate 0.59% among 360,000;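 active means inhibition at 20 µM, scaled to each plate's controls, above about 33%, limit read from the data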
Target sequence (O00487 whole entry, looked up): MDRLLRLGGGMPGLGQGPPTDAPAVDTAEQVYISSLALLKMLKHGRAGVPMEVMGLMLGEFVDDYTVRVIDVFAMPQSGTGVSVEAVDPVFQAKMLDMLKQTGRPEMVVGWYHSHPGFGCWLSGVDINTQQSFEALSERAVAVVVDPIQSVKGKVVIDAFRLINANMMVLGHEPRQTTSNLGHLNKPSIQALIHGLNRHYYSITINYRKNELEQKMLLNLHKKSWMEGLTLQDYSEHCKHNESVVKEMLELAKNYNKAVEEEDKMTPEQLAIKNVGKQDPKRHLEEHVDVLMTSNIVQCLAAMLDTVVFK
STEP inh: STEP (human) phosphatase inhibition; P54829; recombinant STEP, OMFP fluorogenic substrate, fluorescence; inhibition, % at 20 µM; hit rate 0.25% among 360,000; AID 588621;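 active means inhibition at 20 µM, scaled per plate between control wells, above about 37%, limit read from the data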;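 further: 0% = DMSO with enzyme and substrate and 100% = substrate only without enzyme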
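Assay system: isolated STEP enzyme / Timing: 20 min at room temperature, dark / Doses: 20 µM, 1% DMSO / Technique: fluorescence intensity, excitation 480 nm, emission 540 nm / Reagent: fluorogenic phosphatase substrate OMFP at 25 µM final / Measure: percent inhibition scaled to no-enzyme and uninhibited-enzyme controls, plate-pattern corrected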
CendR NRP1 mod: NRP-1/CendR interaction modulation; O14786; FAM-RPARPAR peptide binding to NRP-1, fluorescence polarization; inhibition, % at 25 µM; hit rate 0.85% among 360,000; AID 602438;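 active means inhibition or corrected inhibition above about 18%, plus a signal ratio from 0.5 to 1.5, limit read from the data, passing the limit was not always enough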; further: strong numbers were not always called active
SKN-1 block: inhibitors of C. elegans SKN-1; AID 624304; C. elegans VP596 Pgst-4::GFP/RFP ratio, acrylamide-induced, 24 h; inhibition, % at 21.8 µM; hit rate 0.49% among 360,000;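 active means interference check ratio from 0.5 to 1.5 plus GFP to RFP signal ratio inhibition reaching or exceeding a fixed threshold, cut at about 30% in these data, passing the limit was not always enough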; further: some compounds called inactive have numbers as strong as hits
DNMT1 inh: inhibitors of human DNMT1; P26358; DNMT1 molecular beacon, Hinp1I cleavage, fluorescence; inhibition (reported as % activation of signal), % at 10 µM; hit rate 0.83% among 360,000; AID 588458; in the data active means inhibition above about 50%
Scp1 inh: Scp-1 (human) phosphatase inhibition. Q9GZU7. Recombinant Scp1, phosphopeptide, malachite green phosphate absorbance. inhibition, % at 20 µM. hit rate 0.88% among 340,000. AID 493091;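 active means inhibition above about 50% at 20 µM, limit read from the data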;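 further: plate controls were DMSO wells with enzyme for no effect and wells lacking enzyme for full effect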
Target sequence (Q9GZU7 76-261 limits assumed): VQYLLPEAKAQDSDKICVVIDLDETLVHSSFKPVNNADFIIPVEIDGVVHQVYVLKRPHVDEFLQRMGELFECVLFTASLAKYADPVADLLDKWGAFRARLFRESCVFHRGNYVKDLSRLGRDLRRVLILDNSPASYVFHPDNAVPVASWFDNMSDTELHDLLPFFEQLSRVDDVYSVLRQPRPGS
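Incubation: 45 min enzyme reaction at room temperature / System: truncated SCP-1 phosphatase (76-261aa) / Reagent: Phospho 17-mer peptide substrate / Buffer or medium: Acidic Tris acetate buffer with magnesium and detergent / Signal: absorbance at 630 nm / Doses: one concentration, 20 µM, with 1.0% DMSO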
* hit, by the source's call; i = inactive; x = not tested or not shown.

Preview:
CendR NRP1 mod	STEP inh	SKN-1 block	SUMO1 PPI mod	LMPTP block	DNMT1 inh	NadD inh	Rpn11 block	MT1-MMP act inh	Scp1 inh	SMILES
5	-4	4	6	-0.4	3	-1	i	-8	-10	COc1ccc(-c2nc(C)ncc2-c2ccccc2)c(O)c1
11	-1	1	-1	0.3	0	-2	i	0	-10	CCOC(=O)c1cnc2nc[nH]n2c1=O
1	-2	2	-1	1.7	0	-7	i	-3	-17	COc1ccc(-c2c(-c3ccccc3OC)oc3ccccc23)cc1F
1	-2	-3	1	-1.0	-4	-3	i	-1	2	CCN1CCN(CC(=O)Nc2cc(S(=O)(=O)N(CC)c3ccccc3)ccc2Cl)CC1
4	-1	-11	-12	-0.6	-1	2	i	3	-3	O=C(Nn1cnnc1)c1ccc([N+](=O)[O-])cc1

This part in full, repeating the preview:
CendR NRP1 mod	STEP inh	SKN-1 block	SUMO1 PPI mod	LMPTP block	DNMT1 inh	NadD inh	Rpn11 block	MT1-MMP act inh	Scp1 inh	SMILES
5	-4	4	6	-0.4	3	-1	i	-8	-10	COc1ccc(-c2nc(C)ncc2-c2ccccc2)c(O)c1
11	-1	1	-1	0.3	0	-2	i	0	-10	CCOC(=O)c1cnc2nc[nH]n2c1=O
1	-2	2	-1	1.7	0	-7	i	-3	-17	COc1ccc(-c2c(-c3ccccc3OC)oc3ccccc23)cc1F
1	-2	-3	1	-1.0	-4	-3	i	-1	2	CCN1CCN(CC(=O)Nc2cc(S(=O)(=O)N(CC)c3ccccc3)ccc2Cl)CC1
4	-1	-11	-12	-0.6	-1	2	i	3	-3	O=C(Nn1cnnc1)c1ccc([N+](=O)[O-])cc1
0	-2	-8	1	2.4	2	-1	i	3	-9	Cc1ccc(C)c(OCCC(=O)NCCc2ccc(F)cc2)c1
6	2	17	-4	-0.1	2	1	i	3	-5	O=C(NC1CCCC1)C(c1ccncc1)N(C(=O)c1csnn1)c1ccc(F)cc1 (stereo not given)
3	3	2	1	-1.4	1	0	i	4	-9	Nc1nc(Nc2ccccc2F)nc(N2CCOCC2)c1[N+](=O)[O-]
7	3	5	-2	-2.0	-2	-2	i	-1	-3	CCOc1ccccc1NC(=S)NCCCn1ccnc1
-9	-3	4	-2	-0.1	0	-3	i	-5	4	Cc1ccc2c(c1)-c1c(cnn1CC(=O)N1CCCN(Cc3ccccc3F)C1)CO2
9	-4	17	1	-1.1	4	-1	i	-1	0	Cc1cccc(OCCCN2CCOCC2)c1
-6	4	-40	-14	-1.1	-1	-4	i	0	-12	Cc1cc(N2C(=O)C(=O)/C(=C(/O)c3ccccc3)C2c2cccs2)no1 (stereo not given)
4	-3	-3	7	-1.4	0	-3	i	-6	-5	O=C(N/N=C/c1ccccc1C(=O)O)c1cccc(S(=O)(=O)N2CCCCC2)c1
2	2	1	6	0.9	-2	-3	i	3	0	Cn1c(N)c(C(=O)COC(=O)/C=C/c2ccc(Cl)cc2Cl)c(=O)n(C)c1=O
-12	2	18	-13	6.8	1	2	i	5	-4	O=C1CCCc2c1[nH]c1ccc(Cl)cc21
-12	-2	4	0	-1.4	2	1	i	x	-4	O=C(CSc1nnc(-c2ccco2)o1)N1CCOCC1
11	1	11	2	0.1	-1	3	i	-3	-6	O=S(=O)(NCC1CCCN(Cc2ccccc2)C1)c1cccc2cccnc12 (stereo not given)
7	14	3	-2	1.7	-1	3	i	0	-4	O=C(CN1CCN(C(c2ccccc2)c2ccccc2)CC1)NCc1ccccc1
2	2	0	1	2.7	3	3	i	-1	-8	CC(C)(C)c1ccc(OCC(=O)O/N=C(\N)c2ccncc2)cc1
-4	1	8	1	-0.8	2	-1	i	3	-3	Cc1ccc(NC(=O)Cn2cc(C(=O)C3CC3)c3ccccc32)cc1
7	-1	0	-2	0.1	1	2	i	-2	5	Cn1cc(C(=O)c2cccc(Cl)c2)cc1/C=N\O
-6	-3	14	1	4.5	-24	42*	i	-1	-9	Cc1ccc(C(=O)Nc2cccc([N+](=O)[O-])c2)cc1S(=O)(=O)Nc1ccc(NC(=O)c2ccccc2)cc1
-6	-1	-3	3	-1.2	-7	-7	i	-3	-33	O=C(Nc1nc2c(Cl)c(Cl)ccc2s1)C1CC1
4	1	12	1	0.0	-2	9	i	1	7	Cc1cccc(C(=O)Nc2ccc(S(=O)(=O)N3CCOCC3)cc2C)c1
-9	1	-5	3	-0.8	3	-3	i	4	-2	Cc1ccc(S(=O)(=O)NCCNC(=O)N2CCOCC2)cc1
8	x	-3	3	-1.2	x	-2	x	0	x	Cc1cccc(C)c1-n1nnnc1C1(C)CCC(=O)N1Cc1ccc(F)cc1 (stereo not given)
8	0	3	2	-0.2	0	-2	i	4	-1	CSCC(=O)N1CCCC(CNC(=O)c2ccccc2Cl)C1 (stereo not given)
21*	-2	-4	0	3.8	-41	6	i	1	-8	CC(C)(C)OC(=O)NCCCC[C@H](NC(=O)c1[nH]cnc1C(=O)Nc1ccccc1)C(=O)OC(C)(C)C
4	-2	-4	5	-0.4	-1	10	i	3	-7	CC(=O)Nc1ccc(NC(=O)c2sc3nc4n(c(=O)c3c2C)CCCCC4)cc1
4	6	-8	3	2.1	-1	-6	i	2	-3	Fc1ccccc1NC(=S)Nc1ccc(Br)cc1
-5	x	6	4	0.1	x	6	x	6	x	CCCCNC(=O)C[C@@H]1C[C@@]2(C(=O)OCC)CCCC=C2N(Cc2ccc3c(c2)OCO3)C1=O
-2	-2	6	-4	0.4	-7	3	i	-15	-7	CCN(CCCNC(=O)c1[nH]c(C)c(C(C)=O)c1C)c1cccc(C)c1
-6	-1	10	-2	0.6	-10	0	i	7	-2	O=C(Nc1ccc(F)cc1)N1CCc2ccccc2C1
0	1	-6	-4	0.4	-1	-10	i	3	-12	Cc1ccc(C(=O)COc2ccc3c(C)cc(=O)oc3c2)cc1
-5	3	-2	-5	-1.5	-1	2	i	-1	-10	O=C(Nc1nc2ccsc2c(=O)s1)C1CCC1
-14	0	6	-2	-10	-3	-3	i	1	6	Cc1ccc(CNn2cn[nH]c2=S)cc1
-7	0	-2	-3	-0.2	2	-8	i	1	-4	Cc1cc(C)nc(SCc2cn3c(C)cc(C)nc3n2)n1
-9	-1	15	0	-0.1	6	-2	i	13	x	COc1cc(C(O)c2nc(-c3cccc(F)c3)cs2)ccc1F (stereo not given)
-11	2	3	6	3.9	3	-6	i	-1	-10	O=C(OCc1ccc(Br)cc1)c1cccc(-c2nnc(-c3ccccc3)o2)c1
6	4	2	-6	-0.7	12	-2	i	3	x	O=c1cc(-c2ccccc2)nc2c(Cl)cc(Cl)cn12
1	-3	-7	1	-2.4	0	-4	i	2	-11	CCCc1nnc(SCC(=O)O)n1CC
20	-1	17	-24	-1.5	-6	3	i	1	-4	NC(=O)Nc1ccc(C(=O)OCC(=O)Nc2ccc([N+](=O)[O-])cc2C(F)(F)F)cc1
1	2	2	5	2.2	1	-2	i	1	-16	CCOC(=O)c1ccc(NC(=S)NCc2ccc(F)cc2)cc1
-3	2	1	-5	-1.4	0	0	i	-3	5	COCc1nnc(NC(=O)c2cc(OC)c(OC)cc2[N+](=O)[O-])s1
-12	x	-6	11	5.0	x	15	x	1	x	O=C1NC[C@H](CCCCN2C[C@H](Cc3ccccc3)N(CCC3CCCCC3)C(=O)C2=O)N(CCC2CCCCC2)C1=O
-7	-1	14	4	-0.9	-6	-1	i	2	-9	O=C(CSc1ccc(Cl)cc1)Nc1cccc(NC(=O)c2ccco2)c1
-7	-2	2	18	-2.3	3	-7	i	0	x	O=C(O)c1c[nH]c2nccnc12
-4	-4	11	-2	-1.3	16	-6	i	0	-11	O=C(O)c1cccc(S(=O)(=O)N2CCOCC2)c1
5	1	12	6	0.0	0	1	i	0	-2	CCn1c(CNC(=O)c2ccc(F)cc2)cc2ccccc21
8	-1	-11	-1	-0.3	-1	2	i	0	-7	c1cc(-n2nnc3cnccc32)ccn1
11	3	2	0	-0.5	1	7	i	0	x	CCCS(=O)(=O)NC(=O)C1(C)CCCN(C(=O)c2ccc(OC)cc2)C1 (stereo not given)
-1	-2	4	2	-1.3	1	-5	i	3	-16	Cc1cccc(NC(=O)C(=O)NCC2CCCO2)c1 (stereo not given)
-6	2	4	11	4.0	0	13	i	-5	x	CS(=O)(=O)Nc1cccc(NC(=O)c2cccc3c(-c4cccnc4)coc23)c1
-7	0	-4	-19	2.0	-14	7	i	-3	-5	COC(=O)CCCC1=CC2=C(c3ccccc3)C(=O)C(C)(OC(=O)C3CCCC3)C(=O)C2=CN1c1ccc(OC)cc1 (stereo not given)
-6	0	10	0	0.4	-1	-3	i	5	-12	CCCn1cc(SCC(=O)NCc2ccc3c(c2)OCO3)c2ccccc21
-12	-1	19	7	-4.1	-11	0	i	1	-15	COc1ccc(Nc2cc(Nc3cc(OC)c(OC)c(OC)c3)ncn2)cc1
1	-5	-5	0	-0.4	0	-8	i	0	-5	CCOc1ccc(CNC(=O)c2ccc(Sc3ccc(C)cc3)c(NC(C)=O)c2)cc1OC
-1	-2	-6	-1	-0.4	-4	2	i	3	-9	CC(=O)Nc1ccc(S(=O)(=O)N(C)CC(=O)Nc2cccc(S(=O)(=O)N3CCCC3)c2)cc1
7	0	-5	2	8.6	-6	8	i	2	-9	O=C1NC(=Nc2cccc(O)c2)S/C1=C\c1cccc([N+](=O)[O-])c1
-17	3	-2	2	0.5	-5	9	i	-5	-1	Cc1cc(C(=O)CSc2nc(N)cc(=O)[nH]2)c(C)n1-c1ccc(OC(F)F)cc1

Other records follow.
CendR NRP1 mod	STEP inh	SKN-1 block	SUMO1 PPI mod	LMPTP block	DNMT1 inh	NadD inh	Rpn11 block	MT1-MMP act inh	Scp1 inh	SMILES
14	-6	16	3	0.7	-6	-2	i	5	2	CCCCC1(C)Nc2ccccc2-c2nc3ccccc3n21 (stereo not given)
24	-3	13	-7	-0.1	3	2	i	2	-3	Cc1nc2c(=O)oc3ccccc3c2n1-c1ccccc1
6	1	13	-17	-0.8	-8	-2	i	3	-7	COc1ccc(OC)c(C(=O)NC(CC(N)=O)c2ccc(N3CCCCCC3)c([N+](=O)[O-])c2)c1 (stereo not given)
2	-2	-17	-4	-2.1	1	-7	i	3	-10	O=C(N/N=C/c1cccc(Cl)c1)C(c1ccncc1)N1CCOCC1 (stereo not given)

Compound activity deposited in PubChem by Sanford-Burnham Center for Chemical Genomics.
